Bioassay records from PubChem BioAssay.
Growth percent in the NCI-60 one-dose screen (48 h, 10 µM unless noted): 100 = growth as untreated, 0 = no growth, -100 = all killed.
NCI-H226: NCI-H226 lung cancer. 3.5% of 79,000 active. AID 1794732
OVCAR-5: OVCAR-5 ovarian cancer; 2.9% of 82,000 active; AID 1794783
SN12C: SN12C renal cancer cells; 3.8% of 81,000 active
OVCAR-3: OVCAR-3 ovarian cancer; 7% of 79,000 active; AID 1794787
NCI-H23: NCI-H23 lung cancer; 4% of 80,000 active
OVCAR-4: OVCAR-4 ovarian cancer cells. 3.7% of 80,000 active
SK-OV-3: SK-OV-3 ovarian cancer cells. AID 1794785. 3.2% of 80,000 active
NCI/ADR-RES: NCI/ADR-RES ovarian cells; 4.4% of 81,000 active
IGROV1: IGROV1 ovarian cancer; 4.7% of 79,000 active
Active calls of the source: *; . = no result given; & = joins results of further samples. Rule for the calls: active = growth percent below 10; inactive = the rest.

Order of results: NCI-H226	OVCAR-5	SN12C	OVCAR-3	NCI-H23	OVCAR-4	SK-OV-3	NCI/ADR-RES	IGROV1
COc1ccc(NC(=O)CSc2nnc(-c3ccc4nc(-c5ccc(OC)cc5)[nH]c4c3)o2)cc1
 : 93	121	100	116	102	107	108	102	105
N=C(N)c1ccc(-c2ccc(-c3cncc4ccccc34)s2)cc1F
 : -64*	-95*	-93*	-92*	-68*	-79*	.	1.9*	-88*
CNC(=O)c1nc(Nc2ccc(NC(=O)Nc3cccc(OC)c3)cc2)c2ccccc2n1
 : 81	112	99	105	91	102	91	100	93
O=C1/C(=C\c2cn(Cc3ccccc3)c3ccccc23)c2ccccc2N1Cc1ccccc1
 : 90	107	104	84	89	84	92	92	67
COc1ccc2[nH]c(=O)c(O)c(-c3cc(OC)c(OC)c(OC)c3)c2c1
 : 97	102	94	108	98	94	95	104	100
O=C(N/N=C/c1cccc(O)c1)c1ccccc1Nc1cccc(C(F)(F)F)c1
 : 77	92	93	62	96	59	78	83	95
OC(CC(c1ccccc1)c1cccc2ccccc12)(c1ccccc1)c1ccccc1 (stereo not given)
 : 79&78	90&92	85&91	91&94	71&76	76&81	93&85	70&76	85&89
Cc1sc2nc(COC(=O)c3cc(=O)c4ccccc4o3)[nH]c(=O)c2c1C
 : 97	106	102	115	100	106	96	104	87
COCCOCn1c(NN)c(C#N)c2c(N)ncnc21
 : 111	111	111	110	109	104	116	112	118
CCOC(=O)c1sc2nc(-c3cccc(O)c3)nc(N3CCOCC3)c2c1C
 : 83	88	51	60	69	51	51	60	17
CCC1CCc2nc3sc(C(=O)Nc4ccccc4C)c(N)c3cc2C1 (stereo not given)
 : 63	77	58	.	51	89	45	18	65
O=C(O)c1cc(-c2ccccc2)c2sc(=O)[nH]c2n1
 : 102	115	94	112	104	109	105	109	99
Cc1ccc(C(C)C)c(S)c1C(C)C
 : 104	108	116	108	95	100	90	102	109
O=C(O)CN1C(=O)C(=Cc2cn(CC(=O)O)c3ccccc23)C(=O)N(CC(=O)O)C1=O
 : 104	103	86	109	95	108	91	91	88
Cc1cc(F)ccc1S(=O)(=O)Nc1ccc(-c2cnc(N)[nH]2)cc1
 : 83	95	94	.	87	91	105	98	97
COc1cc2ncnc(NN3CCN(CCO)CC3)c2cc1OC
 : 98	111	104	102	99	115	95	109	107
O=C1c2cc3c(cc2-c2c1c1ccc(Cl)cc1c(=O)n2C[C@H](O)CO)OCO3
 : -78*	-7.3*	10	-17*	-11*	4.9*	-2.0*	3.2*	8.0*
CC12CCC(=O)C=C1CCCC2=O (stereo not given)
 : 103	110	103	126	104	112	111	107	119
O=C(Nc1ccc2ccccc2c1)c1ccccc1[N+](=O)[O-]
 : 98	102	95	94	91	95	85	101	67
COc1cc2nc(Cl)nc(N3CCN(S(=O)(=O)c4ccc(C)cc4)CC3)c2cc1OC
 : 90	118	86	115	107	101	113	98	158
Cc1cc(C)c2c(N)c(C(=O)c3ccc(-c4ccccc4)cc3)sc2n1
 : 102	93	107	63	94	102	105	106	123
O=C(CC(NCc1ccccc1)c1ccccc1)c1ccccc1 (stereo not given)
 : 101	96	.	103	95	99	101	102	101
Cn1c(O)c(C=NCCN=Cc2c(O)n(C)c(=O)n(C)c2=O)c(=O)n(C)c1=O
 : 92	84	96	102	97	112	107	104	106
Nc1cc(Nc2ccccc2)nc(N)n1
 : 90	96	91	111	109	.	102	106	102
Cc1nn(-c2ccccc2)c2nc3c(c(-c4ccc(Cl)cc4)c12)CNC1(N3)C(=O)N(C)c2ccc(Cl)cc21 (stereo not given)
 : 74	102	106	101	90	93	71	91	95
CCc1ccc2c(c1)N(CCO)C1=C(C(=O)OC1)C2c1cccc(Br)c1 (stereo not given)
 : 39	36	54	-11*	41	60	28	9.7*	39
CCn1ncc2c1nc(-c1ccccc1)c[n+]2[O-]
 : 93	106	95	110	105	114	101	114	99
O=C1CC(c2ccc(Cl)c(Cl)c2)c2cc3c(cc2N1)OCO3 (stereo not given)
 : .	86	70	77	79	79	85	63	76
CCCCn1c(Cc2ccc(OC)cc2)nc2cc(OC)c(OC)cc2c1=O
 : 68	104	89	86	62	74	99	72	81
Cc1nc(N)sc1-c1csc(Nc2ccccc2Cl)n1
 : 91	87	89	111	90	110	100	98	90
COc1ccc2c(C3(c4c[nH]c5cc(OC)ccc45)C(=O)Nc4ccc(Cl)cc43)c[nH]c2c1
 : 79	96	94	95	84	100	82	98	68
O=C(CSc1nc2sc3c(c2c(=O)n1-c1ccc(Cl)cc1)CCCC3)NN1C(=O)c2ccccc2C1=O
 : 108	103	102	108	.	109	113	110	109
CCCN1COC(OCC)C(C)(C)C1 (stereo not given)
 : 105	106	117	107	105	108	100	107	96
Cn1cc(-c2nn3cc(-c4cccs4)nc3s2)c2cc(Br)ccc21
 : 89	70	83	78	89	61	90	103	54
Cc1ccc(C(C)C)cc1C(O)CN1CCOCC1 (stereo not given)
 : 93	86	99	105	97	107	100	95	111
CC1(C)CC(=O)c2c(nn(-c3ccc(Br)cc3)c2-c2cn(-c3ccccc3)nc2-c2ccc(Cl)cc2)C1
 : 96	100	90	106	87	97	92	96	103
Cc1ccc(C(=O)c2ccc([N+](=O)[O-])cc2)cc1
 : 105	110	105	108	106	120	107	106	95
Cc1cccc(/C=N/n2c(-c3ccc(Cl)cc3)nc3c(Br)cc(Br)cc3c2=O)c1
 : 38	50	48	38	29	-3.2*	39	30	32
CCOC(=O)c1ccccc1NC(=O)CNCC(C)C
 : 91	94	104	107	92	119	104	95	100
CCCn1cc(/C=N\N=C2\C(=O)Nc3ccc(Cl)cc32)c2ccccc21
 : 75	109	83	93	85	89	86	85	50
COc1cccc(-c2nc3occn3c2-c2ccnc(NCCNS(=O)(=O)c3ccc(F)cc3)n2)c1
 : 67	121	84	94	97	72	104	94	68
O=C1/C(=C/C=C/c2ccco2)SC(=S)N1CCc1ccc(O)cc1
 : 108	115	87	98	104	96	102	106	84
CC(=O)Nc1cc(C)cc(C)c1
 : 106	111	108	115	97	107	95	101	100
NS(=O)(=O)c1ccc(NC(=O)c2ccoc2COc2ccccc2)cc1
 : 100	96	93	111	100	104	113	101	92
COc1ccccc1/C=C/C=N/NC1=NC2C(S1)N(C)C(=O)N2C (stereo not given)
 : 56	52	39	-12*	.	72	33	29	46
CCCCCCCCCCCCCCCCNC(=O)C(C)O (stereo not given)
 : 99	89	108	108	99	98	93	98	107
CSc1nc(N)n2nccc2n1
 : 84	114	97	106	107	103	105	105	105
COc1ccc(C(=O)/C=C/Nc2ccc(C(=O)O)cc2)cc1
 : 99	103	104	.	99	101	113	97	114
CC(C)CCn1cnc2c(SCC(=O)O)nc(N)nc21
 : 107	111	108	.	101	107	113	110	111
CCCCCc1ccc(S(=O)(=O)Nc2cccc(-c3csc(NC(=O)CCCCCN4CCN(C)CC4)n3)c2)cc1
 : 88	89	80	37	76	71	98	90	70
C[C@H]1N[C@]2(C(=O)Nc3ccccc32)[C@@H](c2ccc(F)cc2)[C@@H]1C(=O)c1ccc(O)cc1
 : 94	103	97	106	99	100	123	102	86
CN1C(=O)C2=C(NCCN(C(=O)[C@@H](Cl)c3ccccc3)C2c2ccc(Cl)c(Cl)c2)C1(C)C (stereo not given in full)
 : 108	146	94	105	93	84	120	102	99
Cc1ccc2c(C)coc2c1
 : 99	100	104	106	101	108	95	104	101
COc1ccc(/C(C)=N/NC(=O)CSc2nc(-c3cnccn3)cc(-c3cccs3)c2C#N)cc1
 : 115	106	100	109	109	105	106	105	100
COc1cccc(/C=N/N2CCCCCC2)c1OC
 : 95	106	95	113	102	.	97	101	.
Cc1c(Cl)cccc1-n1cc(CN2C(=O)C3CCCN3C(=O)c3ccccc32)nn1 (stereo not given)
 : 87	102	96	108	104	101	98	98	95
O=C1CCC(C(=O)NNc2nc3ccccc3s2)N1 (stereo not given)
 : 95	113	100	102	88	97	100	105	88
O=C(Nc1ccccc1C(=O)N/N=C\c1ccc2c(c1)OCO2)c1ccccc1
 : 99	108	96	113	101	86	87	102	91
COc1ccc(C2CC(c3ccccc3)=NN2c2nc(C)c(C(C)=O)s2)cc1 (stereo not given)
 : 101	105	105	98	99	97	.	102	103
O=C(CSc1nc(-c2ccc(Cl)cc2)cn1-c1ccc(Cl)cc1)c1ccc(Br)cc1
 : 68	84	63	85	77	9.8*	79	71	60

Remaining list, next part:
Order of results: NCI-H226	OVCAR-5	SN12C	OVCAR-3	NCI-H23	OVCAR-4	SK-OV-3	NCI/ADR-RES	IGROV1
COc1cc(C(=O)NC2CC(C)CC(C)(C)C2)cc(OC)c1OC (stereo not given)
 : 100	111	110	104	94	.	96	96	95
Cc1c(/C(=N/O)c2ccccc2)oc2ccc(N)cc12
 : 91	96	106	106	94	.	101	98	113
Cc1cc(C)c(NC(=O)c2sc3nc4c(cc3c2N)C(=O)CC(C)(C)C4)c(C)c1
 : 93	101	104	113	94	.	117	95	95
NCC(=O)NO
 : 102	97	111	109	99	106	94	106	107
O=C1C=C(O)C(=O)C=C1O
 : 114	108	107	107	95	118	88	101	111
Nc1cccc(OCc2cccc([N+](=O)[O-])c2)c1
 : 97	102	90	109	102	97	102	104	107
CCN(CC)S(=O)(=O)c1ccc(O)c(NC(=O)c2[nH]c(C)c(C(C)=O)c2CCc2ccc(Cl)cc2)c1
 : 62	93	43	24	20	15	38	50	45
O=C(N/N=C/c1ccc(OCc2ccccc2)cc1)c1cnn2c1NC(c1ccccc1)C2 (stereo not given)
 : 105	95	99	110	102	105	91	105	98
Cc1cn(C2CCCCO2)c(=O)[nH]c1=O (stereo not given)
 : 108	104	97	127	100	109	118	108	107
CCOC(=O)c1c(Nc2ccccc2)nn2c(-c3ccco3)ccnc12
 : 97	96	97	.	97	96	91	100	103
Clc1ccc(C2=NN3C(C2)c2ccccc2OC3c2ccc3noc(-c4ccccc4)c3c2)cc1 (stereo not given)
 : 98	102	101	.	92	105	85	98	87
CCOC(=O)Nc1ccc(C(=O)/C=C/c2ccccc2)cc1
 : 79	102	87	87	95	103	110	89	-23*
Cc1ccc(C(F)(F)F)cc1N1CCN(C(=O)[C@@H]2C[C@@H]2c2cccc(S(F)(F)(F)(F)F)c2)CC1
 : 64	99	85	85	74	80	76	82	60
Cc1ccc2nc(CC(O)(c3ccccc3)c3ccccc3)ccc2c1
 : 100	99	103	101	92	87	101	97	96
Nc1ccc2c(c1)Cc1cc(N)c(Br)cc1-2
 : 106	113	113	115	92	.	101	90	116
COc1ccc(C(=O)CSc2nc(Nc3ccc(S(N)(=O)=O)cc3)c3ccccc3n2)cc1
 : 99	110	98	108	.	98	106	102	106
COC(=O)C1=C(C(=O)OC)C2C=CC1C1C(OC(C)=O)C(OC(C)=O)C21 (stereo not given)
 : 90	101&92	98&101	117&112	108&97	99&104	112&106	109	116&103
CCC(\C=N/N=C(N)/C(N)=N/N=C\C(CC)CC)CC
 : 102	100	103	116	97	110	100	106	101
O=c1ccc2c(ccc3ncc4c(=O)[nH]cnc4c32)o1
 : 100	112	101	105	90	115	109	106	103
Cc1nn(-c2nc3ccccc3[nH]2)c2c1C(c1ccc(O)cc1)CC(=O)N2 (stereo not given)
 : 97	109	101	93	75	112	84	89	76
COc1ccc(NC(=S)N/N=C/c2ccc(C#N)cc2)cc1
 : 104	108	98	106	100	106	94	109	100
CCOC(=O)c1c(N)nn(C)c1Nc1ccccc1
 : 100	100	101	.	100	107	103	101	105
Brc1ccc(Nc2csc(-c3ccccn3)n2)cc1
 : 70	77	92	96	88	101	83	93	63
COC(=O)[C@H](Cc1c[nH]c2ccccc12)NC(=O)CCCCOc1cc(O)c2c(=O)cc(-c3ccccc3)oc2c1
 : 79	176	87	98	85	80	117	80	100
CCOC(=O)Oc1ccc(-c2noc(=O)[nH]2)cc1
 : 108	97	101	107	97	111	115	98	106
O=C1/C(=C/c2cccc3ccccc23)Oc2cc(O)ccc21
 : 104	106	96	109	106	105	102	99	101
CCOc1c(C#N)c(Nc2ccc(S(N)(=O)=O)cc2)c(C#N)c2nc(=O)ncn12
 : 104	102	101	119	104	117	109	107	98
O=C(CSCc1ccc([N+](=O)[O-])cc1)c1ccc(Br)cc1
 : 101	105	98	107	95	118	100	100	96

Filtered by structure: the compounds so far containing fluorine (6)
Order of results: NCI-H226	OVCAR-5	SN12C	OVCAR-3	NCI-H23	OVCAR-4	SK-OV-3	NCI/ADR-RES	IGROV1
N=C(N)c1ccc(-c2ccc(-c3cncc4ccccc34)s2)cc1F
 : -64*	-95*	-93*	-92*	-68*	-79*	.	1.9*	-88*
O=C(N/N=C/c1cccc(O)c1)c1ccccc1Nc1cccc(C(F)(F)F)c1
 : 77	92	93	62	96	59	78	83	95
Cc1cc(F)ccc1S(=O)(=O)Nc1ccc(-c2cnc(N)[nH]2)cc1
 : 83	95	94	.	87	91	105	98	97
COc1cccc(-c2nc3occn3c2-c2ccnc(NCCNS(=O)(=O)c3ccc(F)cc3)n2)c1
 : 67	121	84	94	97	72	104	94	68
C[C@H]1N[C@]2(C(=O)Nc3ccccc32)[C@@H](c2ccc(F)cc2)[C@@H]1C(=O)c1ccc(O)cc1
 : 94	103	97	106	99	100	123	102	86
Cc1ccc(C(F)(F)F)cc1N1CCN(C(=O)[C@@H]2C[C@@H]2c2cccc(S(F)(F)(F)(F)F)c2)CC1
 : 64	99	85	85	74	80	76	82	60

Molecules shown so far with a CF3 group (two):
Order of results: NCI-H226	OVCAR-5	SN12C	OVCAR-3	NCI-H23	OVCAR-4	SK-OV-3	NCI/ADR-RES	IGROV1
O=C(N/N=C/c1cccc(O)c1)c1ccccc1Nc1cccc(C(F)(F)F)c1
 : 77	92	93	62	96	59	78	83	95
Cc1ccc(C(F)(F)F)cc1N1CCN(C(=O)[C@@H]2C[C@@H]2c2cccc(S(F)(F)(F)(F)F)c2)CC1
 : 64	99	85	85	74	80	76	82	60
